# Pf Dd2 growth – qHTS Primary assay for Inhibitors of Plasmodium falciparum Dd2 growth in vitro. 120,000 compounds, 4.3% hits. Potency, µM (titrated, usually from 28.9 µM), for inactives: top-dose activity, negative = inhibition, actives largely listed as inhibitors. AID 1347417, 2020. P. falciparum Dd2 growth, SYBR Green, 72 h; active means well fitted inhibition curve with a large enough effect; inconclusive means small, poorly fitted or top-dose-only effect; inactive means no such curve, though single readings can be large or run the other way;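 further: plate controls were DMSO vehicle for no effect and reference drug for full effect; nearly all actives have a fitted effect of over 65% in size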
#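 Infected erythrocytes (Dd2, 0.3% parasitemia, 2.5% hematocrit final) are added to compound in RPMI-1640/Albumax II medium, grown 72 h at 37C in low oxygen, then lysed with saponin/Triton-X containing SYBR Green and read by fluorescence.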
# An asterisk follows results filed as active; i = inactive; ? = inconclusive; [ ] = remark or other dose. Potency means the concentration at half of the fitted maximal effect. Not all compounds are listed, so the mix of outcomes need not match the whole.
# Start of the data: the first 5 compounds, ahead of the listing:
item	Compound	Pf Dd2 growth
1	CCCCOc1ccc(C(=O)Nc2ccc3c(c2)N(C(C)=O)CCC3)cc1	-27.1%
2	O=C(Cn1cc(SCc2c(F)cccc2Cl)c2ccccc21)N1CCCC1	-13.2%
3	O=C1Nc2cc(Cl)ccc2C(=O)N2CCN(C(=O)C3CCCCC3)C[C@H]12	i
4	CCCCN1C(C(=O)c2ccccc2)=C(OC(C)=O)c2ccccc2S1(=O)=O	?
5	COC[C@@H]1[C@H](NC(=O)c2ccc(OCCNC(C)=O)cc2)[C@@H]2CCO[C@H]12	-3.2%

# Results, from the start:
item	Compound	Pf Dd2 growth
1	CCCCOc1ccc(C(=O)Nc2ccc3c(c2)N(C(C)=O)CCC3)cc1	-27.1%
2	O=C(Cn1cc(SCc2c(F)cccc2Cl)c2ccccc21)N1CCCC1	-13.2%
3	O=C1Nc2cc(Cl)ccc2C(=O)N2CCN(C(=O)C3CCCCC3)C[C@H]12	i
4	CCCCN1C(C(=O)c2ccccc2)=C(OC(C)=O)c2ccccc2S1(=O)=O	?
5	COC[C@@H]1[C@H](NC(=O)c2ccc(OCCNC(C)=O)cc2)[C@@H]2CCO[C@H]12	-3.2%
6	Cc1cc(Cl)ccc1NC(=O)Cc1ccc(NC(=O)N2CCCCc3ccccc32)cc1	41.2%[activator]
7	COc1ncc(-c2n[nH]c3c2CC(=O)N(Cc2ccccc2)C3)cn1	i
8	CN(C)CC1(O)CCCN(Cc2cc3ccccc3n2C)C1 (stereo not drawn)	?
9	COc1cccc(CN2C(=O)OC3(CCN(C(C)=O)CC3)C2(C)c2cccnc2)c1 (stereo not drawn)	-6.3%[44.1 µM]
10	Cc1ccc(C)c(CN2C(=O)NC3(CCN(C(=O)c4ccncc4)CC3)C2=O)c1	-6.1%
11	O=C(N[C@H]1CCN2C(=O)N(c3cccc4nsnc34)C(=O)[C@@H]2C1)c1ccc(F)c(Cl)c1	-15.0%
12	Fc1ccc(OC2CN(Cc3cncs3)C2)cc1F	?
13	CN1C(=O)C(C)(C)c2cc(S(=O)(=O)NCc3ccc(C(=O)Nc4ccc(Cl)cc4)cc3)ccc21	-25.6%
14	O=C1CCCCC(CNC(=O)c2ccncc2)N1 (stereo not drawn)	5.4%
15	COc1ccccc1-c1nc2cnccn2c1NCCC(=O)N1CCc2ccccc21	-16.5%
16	COc1cccc(S(=O)(=O)N2CC3(C2)C(=O)Nc2ccccc23)c1	-0.4%
17	CC1=NS(=O)(=O)N(C)C=C1C(=O)OCc1nc(Cc2ccccc2C)no1	2.5%
18	O=C(NCc1ccc2c(c1)CCN2C(=O)c1ccc(F)cc1)c1cc2ccccc2[nH]1	10.8%
19	O=C(O)COc1ccc(-c2nccc3c2C(=O)N(Cc2c[nH]c4ccccc24)CC(COc2ccc(F)cc2F)O3)cc1 (stereo not drawn)	?
20	CCCNC(=O)OC[C@H]1C[C@@H]2CCN1C[C@@H]2c1cc(C(CC)CC)nc(-c2ccncc2)n1	1.41µM*
21	COc1cccc(NC(=O)N[C@H]2[C@H](O)[C@@H](N3CCN(C)CC3)[C@@H]3OC[C@H]2O3)c1	-9.9%[44.1 µM]
22	Cc1ccc(NC(=O)CSc2nc3ccccc3c3nc(CCn4c(C)nc5ccccc54)nn23)cc1F	?
23	CS(=O)(=O)N1CC(F)(F)C[C@H]1c1nc(C2CC2)no1	27.2%
24	CN(C)c1ccc2nnc(-c3cc(C(=O)Nc4cccc(Cl)c4)ccn3)n2n1	?
25	CCOc1ccc(C(=O)N2CCN(C(=O)c3nnn4c3COC(c3ccc(Cl)cc3)C4)CC2)cc1 (stereo not drawn)	?
26	O=C(NCCn1ccn2nc(-c3ccc(F)cc3)cc2c1=O)c1ccc2[nH]ccc2c1	?
27	O=C(N1CCN(S(=O)(=O)c2cccc(F)c2)CC1)N1CC2CC(C1)[C@H]1CCCC(=O)N1C2 (stereo partly drawn)	i
28	N#Cc1ccc(OCC2CN(Cc3c[nH]c4ccccc34)C(=O)c3c(ccnc3-c3ccc(OCC(=O)O)cc3)O2)cc1 (stereo not drawn)	-0.8%
29	O=C(c1ccccn1)N1CCC2(CC(c3cccnc3)=NO2)C1 (stereo not drawn)	10.1%
30	O=C(Cn1c(=O)n(-c2ccc(Cl)cc2)c(=O)c2c3c(sc21)CCCCC3)Nc1cccc(Cl)c1	i
31	O=C(Nc1ccc2nc(SCC(=O)N3CCOCC3)sc2c1)c1cccc(F)c1	i
32	O=C(C1CCC1)N1CCC(N(C(=O)C2CC2)C2CCOCC2)CC1	57.3%[activator]
33	O=C1NCCN2CC3(CCN(C(=O)CC4CCCCC4)CC3)CC12 (stereo not drawn)	?
34	O=C(CSc1nc(=O)n(Cc2ccncc2)c2c1CCC2)Nc1ccc(F)cc1F	37.5%[activator]
35	COc1ccccc1C(=O)N1c2ncnn2C2(CCCCC2)[C@@H]2CCCC[C@@H]21	-14.9%
36	O=S1(=O)NCC2(CCCN(Cc3ccccn3)C2)Oc2ncccc21 (stereo not drawn)	13.2%
37	COc1ccccc1CNC(=O)c1cnn(-c2ccc(F)cc2F)c1C1CCN(C(=O)OC(C)(C)C)CC1	10µM*
38	CNC(=O)[C@@H]1C[C@H](Oc2ccccc2)CN1C(=O)c1ccc(Cn2nc(C)cc2C)o1	-9.5%
39	CCc1cc(C(=O)Nc2cnn(Cc3ccc(F)cc3)c2)no1	i
40	COc1ccc(C2C(C(=O)Nc3cccnc3)=C(C)Nc3nc(SCc4ccccc4)nn32)cc1 (stereo not drawn)	-28.0%
41	O=C(Nc1ccccc1)C1CCN(C(=O)N2CC3CC(C2)[C@H]2CCCC(=O)N2C3)CC1 (stereo partly drawn)	-5.2%
42	CCC1CN(C(=O)Nc2ccccc2C(F)(F)F)c2ccccc2O1 (stereo not drawn)	33.7%[activator]
43	Cc1ccsc1CN1CCCC(O)(CN(C)C)C1 (stereo not drawn)	?
44	COc1cccc2c1OCC(C(=O)NCCc1noc(-c3ccccc3)n1)C2 (stereo not drawn)	?
45	O=C([C@@H]1C[C@H](Oc2ccccc2)CN1C(=O)C1(c2ccccc2)CC1)N1CCCC1	1.78µM*

# An excerpt from above in order of formula weight, low to high:
item	Compound	Pf Dd2 growth
39	CCc1cc(C(=O)Nc2cnn(Cc3ccc(F)cc3)c2)no1	i
35	COc1ccccc1C(=O)N1c2ncnn2C2(CCCCC2)[C@@H]2CCCC[C@@H]21	-14.9%
45	O=C([C@@H]1C[C@H](Oc2ccccc2)CN1C(=O)C1(c2ccccc2)CC1)N1CCCC1	1.78µM*
40	COc1ccc(C2C(C(=O)Nc3cccnc3)=C(C)Nc3nc(SCc4ccccc4)nn32)cc1 (stereo not drawn)	-28.0%

# Additional records:
item	Compound	Pf Dd2 growth
46	Oc1ccccc1CN1CCOC[C@H]1c1ncc(-c2ccc(C(F)(F)F)cc2)[nH]1	1.26µM*
47	CCS(=O)(=O)Nc1ccc(C)n(CC(=O)NCc2cccc(Br)c2)c1=O	i
48	Cc1c(C)n(Cc2ccc(F)cc2)c2ccc(C(=O)N3CCN(c4ccc(Cl)cc4)CC3)cc12	-18.6%
49	Cc1ccc(OCC(=O)N2CCC(c3noc(-c4cnccn4)n3)C2)cc1 (stereo not drawn)	i[5.79 µM]
50	O=C(c1ccc2c(c1)N(Cc1ccccc1F)C(=O)c1ccccc1S2(=O)=O)N1CCCCC1	i
51	Cc1cccc(C)c1Nc1c(-c2ccsc2)nc2ccccn12	?
52	CCOc1ccc(CCNC(=O)c2nn(C)c3c2CSc2ccc(C)cc2-3)cc1OCC	19.8%
53	Cc1ccc(C(=O)NCc2nnc3cc(-c4nc(C(C)C)no4)ccn23)cc1	?
54	CN(Cc1cccc(CCN)c1)Cc1cnn(-c2ccc(F)cc2)c1	10µM*
55	CCOC(=O)c1c(C)[nH]c(CCC(=O)Nc2ccc(C)c(F)c2)c1C	i
56	CC(NC(=O)c1coc(COc2ccc3c(c2)OCO3)n1)c1ccc2[nH]ccc2c1 (stereo not drawn)	-11.9%
57	COCCn1c(=O)c2c(n1Cc1ccccc1)CN(C(=O)Cc1ccc3c(c1)OCO3)CC2	-2.9%
58	Cc1cccc(NC(=O)Cn2ccn3nc(-c4ccc(F)cc4)c(CO)c3c2=O)c1C	-7.5%
59	CSc1ccc(CCNC(=O)c2ccc(CS(=O)Cc3ccc(Cl)cc3)o2)cc1 (stereo not drawn)	6.4%
60	CCOc1ccccc1CN1CCC2(CCN(C(=O)c3ccc(OC)cc3)CC2)Oc2ccccc21	-20.1%
61	CCOc1ccc2c(n1)CCN(C(=O)c1ccnn1C)C2	i
62	COc1ccc(-n2cc(-c3ccnc(NCCC4CCCN4C)n3)cn2)cc1 (stereo not drawn)	?
63	CN(C)Cc1nnc(C2CC(NC(=O)c3ccc4nccn4c3)C2)n1C (stereo not drawn)	-2.9%
64	CC(C)NC(=O)C1CCN(C(=O)N2CC3CC(C2)[C@H]2CCCC(=O)N2C3)CC1 (stereo partly drawn)	-3.8%
65	Cc1ccc2c(=O)cc(C(=O)Nc3c(C)n(C)n(-c4ccccc4)c3=O)oc2c1C	5.5%
66	CCOc1ccc(CN2CCc3nc(Nc4ccc5c(c4)OCCO5)ncc3C2)cc1	?
67	COc1ccc(-n2nc3ccc(NC(=O)c4c(OC)cccc4OC)cc3n2)cc1	?
68	COc1cccc(Cl)c1-c1nccc2c(=O)cc(N(C)C)oc12	i
69	O=C(O)CC1CCCN(c2cn[nH]c(=O)c2)C1 (stereo not drawn)	9.8%
70	Cc1ccsc1C(=O)N1CCC(n2cc(-c3nc(C(C)C)no3)nn2)CC1	?
71	CCc1cccc2sc(N3CCN(C(=O)c4cc5ccccc5cc4OC)CC3)nc12	-26.5%
72	COCCc1noc([C@@H]2CN(Cc3cccc(Cl)c3)C[C@H]2CO)n1	-12.5%
73	Cc1nn(C)c(C)c1CCC(=O)N1CCC(Cc2noc(-c3ccc(F)cc3)n2)C1 (stereo not drawn)	?
74	COc1cccc(CC(=O)NC2CCN(c3ccc(C)cc3)C2=O)c1 (stereo not drawn)	i
75	Cc1cc(F)ccc1NC(=O)CCS(=O)(=O)c1cc2c(cc1C)NC(=O)CO2	15.0%
76	COc1ccc(-c2noc(-c3cc(C(C)C)[nH]n3)n2)cc1	?
77	Cc1ccccc1OCC(=O)Nc1ccc(C(=O)OCc2cc(=O)n3ccsc3n2)cc1	?
78	COc1ccc(C2(C(=O)N3CCCC(CO)CCNC(=O)CC3)CC2)cc1 (stereo not drawn)	?
79	O=C(Cc1c[nH]c2ncc(-c3ccc(F)c(Cl)c3)cc12)NCc1cccnc1	4.47µM*
80	COCCNc1oc(-c2ccc(COc3ccc(OC)cc3)o2)nc1C#N	?
81	N#Cc1ccc(C(=O)N2CCC3(CC2)CN(c2ccncn2)CC3CO)cc1 (stereo not drawn)	-1.5%
82	COc1cccc(CC(=O)N2[C@H]3CC[C@@H]2c2cnc(-c4ccccc4)nc2C3)c1	-13.4%
83	CN1CCCC(c2n[nH]c(=O)n2-c2ccc3c(c2)OCO3)C1 (stereo not drawn)	-6.2%
84	Cc1ccc(S(=O)(=O)N2CCCN(C)c3ccccc32)cc1C	?
85	CC(C)CCN1C(=O)CC[C@H]2CN(C(=O)Cn3ccc(=O)[nH]c3=O)CC[C@H]21	15.7%
86	CCOC(=O)N1CCc2c(sc(NCc3ccc(N(CC)CC)cc3)c2C(=O)Nc2cc(OC)ccc2OC)C1	7.94µM*
87	O=C(CCC1CCN(S(=O)(=O)c2ccc(F)cc2)CC1)N1CCc2ccccc2C1	-15.4%
88	CCOc1cc(Cl)c(S(=O)(=O)n2ccnc2)cc1Cl	7.5%
89	CC1=C(C(=O)Nc2ccccc2Cl)C(c2cccc(O)c2)n2ncnc2N1 (stereo not drawn)	1.7%
90	Cc1ccc2c(c1)c1c(c(=O)n(-c3ccccc3C)c(=O)n1CC(=O)N1CCCC1)n2C	-3.6%
91	CC1CCN(C(=O)c2csc(N3CCN(c4ccc(Cl)cc4)CC3)n2)CC1	-13.3%
92	COc1ccc(S(=O)(=O)N[C@H]2C[C@H]3C(=O)NC[C@@H](CCC(=O)N4CCc5ccccc54)N3C2)cc1	-28.7%
93	Cc1ccc(CNC(=O)Cn2c(N3CCN(c4ccccc4)CC3)nc(C)cc2=O)cc1	-8.2%
94	Cc1ccc(OCc2nc3ccccc3n2CCOc2ccc(Cl)cc2)cc1	?
95	COc1ccc([C@@H]2CN(C(=O)CN3C(=O)CNC3=O)C[C@H]2NC(C)=O)cc1	-11.3%
96	Cc1nc([C@@H]2CN(C(=O)c3ccc(Cn4ccnc4)o3)C[C@H]2C(N)=O)n[nH]1	6.0%
97	O=C(CSc1nc2c([nH]c3ccccc32)c(=O)n1-c1ccccc1)N1CCOCC1	8.2%
98	Cc1ccccc1-n1cc(CN(C)C(=O)CN2C(=O)OC(C)(C)C2=O)cn1	-8.8%
99	O=C(CC1=CCCCC1)N1CC(F)(F)C[C@H]1c1nc(C2CC2)no1	-0.4%
100	CC(=O)Nc1ccc(NC(=O)c2cc3sc(C)c(CN4CCCCC4)c3[nH]2)cc1	2.24µM*
101	Cc1ccc(C)c(NC(=O)c2cc(=O)c3cc(C)cc(C)c3o2)c1	i
102	COCCN1C(=O)c2[nH]nc(-c3ccccc3O)c2C1c1ccc(Cl)c(Cl)c1 (stereo not drawn)	?
103	COc1ccc(C(=O)N2CCN(c3nc4c(OC)cccc4s3)CC2)cc1OC	i
104	CC(C)C1C(=O)N(C)CCN1C(=O)c1cc(COc2cccc(F)c2)[nH]n1 (stereo not drawn)	6.7%
105	CN1C[C@H](NCc2cccnc2)CCC[C@@H](C(=O)NC2CC2)CC1=O	4.4%[44.1 µM]

# Screening data (PubChem)
